Screens: PubChem BioAssay, The Scripps Research Institute Molecular Screening Center
pPAFAH FP inh – pPAFAH enzyme inhibitors, primary screen, biochemical, fluorescence polarization, human; Platelet-activating factor acetylhydrolase (Homo sapiens), Q13093; recombinant pPAFAH, FP-rhodamine probe fluorescence polarization; inhibition, % at 3.39 µM; actives 1.5% (n = 330,000);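 active = inhibition above the mean inhibition across the screen plus 3 SD, cut at about 25% in these data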;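 note: inhibitors block binding of the rhodamine activity-based probe so polarization drops; 0% = enzyme with DMSO and 100% = wells lacking pPAFAH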
Target sequence (Q13093 whole entry, looked up): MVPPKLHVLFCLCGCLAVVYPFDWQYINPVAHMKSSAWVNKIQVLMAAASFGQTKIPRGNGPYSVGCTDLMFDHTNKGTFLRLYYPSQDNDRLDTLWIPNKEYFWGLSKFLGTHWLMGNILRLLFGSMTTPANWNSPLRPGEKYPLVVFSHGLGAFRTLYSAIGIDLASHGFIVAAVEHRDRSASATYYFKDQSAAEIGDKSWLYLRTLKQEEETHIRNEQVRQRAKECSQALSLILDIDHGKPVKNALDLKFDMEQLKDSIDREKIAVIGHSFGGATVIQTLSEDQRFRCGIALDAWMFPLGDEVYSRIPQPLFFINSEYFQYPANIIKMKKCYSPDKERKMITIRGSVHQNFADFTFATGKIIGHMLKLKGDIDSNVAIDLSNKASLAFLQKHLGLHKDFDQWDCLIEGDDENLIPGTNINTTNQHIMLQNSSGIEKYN
PAFAH1B3 inh – PAFAH1B3 enzyme inhibitors, primary screen, biochemical, fluorescence polarization, human; Platelet-activating factor acetylhydrolase IB subunit alpha1 (Homo sapiens), Q15102; recombinant PAFAH1B3, FP-rhodamine probe; inhibition, % at 3.39 µM; actives 0.28% (n = 340,000); AID 492972, 2010;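 active = inhibition above the screen-wide average of all tested compounds plus 3 SD, cut at about 25% in these data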;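 note: 0% = enzyme with DMSO only and 100% = wells lacking PAFAH1B3 protein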
Target sequence (Q15102 whole entry, looked up): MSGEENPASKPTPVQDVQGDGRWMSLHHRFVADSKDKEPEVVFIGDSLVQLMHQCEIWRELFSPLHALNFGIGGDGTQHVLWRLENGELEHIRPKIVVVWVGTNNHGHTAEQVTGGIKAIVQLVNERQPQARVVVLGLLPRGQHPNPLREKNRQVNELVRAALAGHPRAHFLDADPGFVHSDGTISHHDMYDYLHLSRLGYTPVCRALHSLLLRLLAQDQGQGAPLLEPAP
LYPLA1 counter – LYPLA1 inhibitors, primary screen, counter-screen for PME1 inhibitor project, biochemical, fluorescence polarization, FP-Rh probe ABPP; Acyl-protein thioesterase 1 (Homo sapiens), O75608; recombinant LYPLA1; inhibition, % at 5.9 µM; actives 0.16% (n = 320,000);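 active = inhibition above the mean of all tested compounds plus 3 SD, set per campaign, cut at about 14% in these data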;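 note: inhibitors block serine hydrolase probe labeling of LYPLA1 so polarization falls; 0% = enzyme with DMSO and 100% = wells lacking LYPLA1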
LYPLA2 counter – LYPLA2 inhibitors, primary screen, counter-screen for PME1 inhibitor project, biochemical, fluorescence polarization, FP-Rh probe ABPP. recombinant LYPLA2. inhibition, % at 5.9 µM. actives 0.38% (n = 320,000). AID 2177, 2009;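 active = inhibition above the screen-wide mean plus 3 SD, limit set per campaign, cut at about 26% in these data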;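 note: 0% = LYPLA2 with DMSO and 100% = wells lacking LYPLA2 enzyme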
GSTO1 counter – inhibitors of recombinant GSTO1, primary screen, counter-screen for RBBP9 inhibitor project, biochemical, fluorescence polarization; Glutathione S-transferase omega-1 (Homo sapiens), P78417; activity-based probe fluorescence polarization; inhibition, % at 5.96 µM; actives 1.1% (n = 300,000);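 active = inhibition above the campaign mean inhibition plus 3 SD, cut at about 35% in these data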;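 note: 0% = GSTO1-1 with DMSO and 100% = wells lacking GSTO1-1 enzyme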
PAD4 inh – human PAD4 inhibitors, primary screen, biochemical, fluorescence polarization, 1536-well format. Protein-arginine deiminase type-4 (Homo sapiens), Q9UM07. recombinant PAD4, RCA probe fluorescence polarization. inhibition, % at 6.36 µM. actives 0.41% (n = 330,000). AID 485272, 2010;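 active = percent inhibition above a cutoff equal to the mean of all tested compounds plus 3 SD, cut at about 15% in these data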;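 note: 0% = PAD4 with RCA probe and DMSO and 100% = probe without PAD4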
PAFAH1B2 FP inh – PAFAH1B2 enzyme inhibitors, primary screen, biochemical, fluorescence polarization, human. recombinant PAFAH1B2, FP-rhodamine activity probe. actives 1.2% (n = 340,000). inhibition, % at 3.39 µM;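 active = inhibition above the mean of all tested compounds plus 3 SD, cut at about 24% in these data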;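 note: 0% = enzyme with DMSO and 100% = wells lacking PAFAH1B2; many of its hits are not listed in these tables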
Target sequence (P68402 whole entry, looked up): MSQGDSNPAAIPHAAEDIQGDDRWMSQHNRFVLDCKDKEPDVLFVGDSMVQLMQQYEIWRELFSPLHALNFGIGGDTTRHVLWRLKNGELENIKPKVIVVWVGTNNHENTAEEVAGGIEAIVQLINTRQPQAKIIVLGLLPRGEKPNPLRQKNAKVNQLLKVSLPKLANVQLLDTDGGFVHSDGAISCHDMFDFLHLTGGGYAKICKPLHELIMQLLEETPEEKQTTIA
PREPL inh – PREPL enzyme inhibitors, primary screen, biochemical, fluorescence polarization. Prolyl endopeptidase-like (Homo sapiens), Q4J6C6. recombinant PREPL, fluorescence polarization activity-based probe. inhibition, % at 5.96 µM. actives 0.68% (n = 320,000). AID 2751, 2010; in the data active = inhibition above about 43%;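 note: 0% = enzyme with DMSO and 100% = wells lacking enzyme; many of its hits are not listed in these tables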
PAFAH2 FP inh – PAFAH2 enzyme inhibitors, primary screen, biochemical, fluorescence polarization, human | Platelet-activating factor acetylhydrolase 2, cytoplasmic (Homo sapiens), Q99487 | recombinant PAFAH2, FP-rhodamine activity probe | inhibition, % at 3.39 µM | actives 0.99% (n = 340,000);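 active = inhibition above the mean over all tested compounds plus 3 SD, cut at about 30% in these data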;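 note: inhibitors block probe labeling of enzyme so polarization drops; 0% = enzyme with DMSO and 100% = wells lacking PAFAH2 protein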
* = called active by the depositor; x = no result given.

Molecule	pPAFAH FP inh	PAFAH1B3 inh	LYPLA1 counter	LYPLA2 counter	GSTO1 counter	PAD4 inh	PAFAH1B2 FP inh	PREPL inh	PAFAH2 FP inh
OC(CN1CCN(c2ccc(C(F)(F)F)cn2)CC1)c1ccccc1 (configuration not stated)	2	4	2	22	-1	-3	1	9	-6
Cc1nc2sc(C(=O)OC(C)C)c(N)c2c(C)c1C	1	-1	-1	-1	2	2	3	-9	2
COc1ccc(C(CNC(=O)c2oc3ccc(OC)cc3c2C)N2CCCC2)cc1 (configuration not stated)	-2	-1	-6	-6	4	1	2	1	-3
Cc1ccccc1CNC(=O)C1CCCN(c2nnc(C)c3c(C)n(-c4ccccc4)nc23)C1 (configuration not stated)	8	-3	1	1	6	-7	4	25	2
O=C(COC(=O)c1cc(-c2ccncc2)nc2ccccc12)Nc1ccc2c(c1)OCO2	-8	x	-5	-7	5	-1	x	30	x
CCc1ccc(-c2cc(C(F)(F)F)n3nc(C(=O)Nc4c(C)nn(Cc5ccc(F)cc5)c4C)cc3n2)s1	4	0	-9	-7	-9	3	-6	-2	-2
O=C(CSc1nnc(NC(=O)C2CC2)s1)Nc1ccc(F)cc1	2	2	1	0	1	-3	-2	-24	-12
COC(=O)c1ccc(=O)n(Cc2ccc3c(c2)OCO3)c1	2	1	-2	2	6	1	0	-3	0
Cc1ccc(C(=O)C(C)OC(=O)C2CCN(c3ccc(C(F)(F)F)cn3)CC2)cc1C (configuration not stated)	-6	3	0	-9	-8	0	4	13	-4
COc1cc(N=c2oc3c(C)ncc(CO)c3cc2C(N)=O)cc(OC)c1OC	-1	-2	-2	-3	10	-4	-4	34	5
Cc1ccc(C)c(NC(=O)CSc2ccc(S(=O)(=O)N3CCCC3)cn2)c1	9	14	-1	1	x	0	9	16	3
Cc1cc(C)c(C(=O)COC(=O)c2cc([N+](=O)[O-])ccc2N2CCOCC2)cc1C	2	2	-3	-5	3	2	3	0	5
Cc1cccc(OCCn2nc(C(=O)O)c3ccccc3c2=O)c1	1	-5	-5	-2	6	-7	0	-19	12
O=C(Nc1ccccc1O)c1ccc(NS(=O)(=O)c2cccc3cccnc23)cc1	11	4	-8	-7	-4	-3	-7	-2	-5
COc1ccccc1C1C(C(C)=O)=C(O)C(=O)N1CCc1ccccc1 (configuration not stated)	-1	-6	0	0	-6	-12	3	-3	6
Cc1c(C(=O)NCc2ccc(F)cc2)oc2ccc(S(=O)(=O)N3CCOCC3)cc12	-1	-1	5	11	4	-1	3	3	-5
CCOC(=O)N1CCN(S(=O)(=O)c2ccc(C(=O)N(CCCN(C)C)c3nc4ccc(OC)cc4s3)cc2)CC1	0	7	0	2	4	0	-2	10	4
Cc1cccc(NC(=O)c2ccc3nccnc3c2)c1C	6	1	-4	2	0	5	-1	-1	3
CCCC(=O)c1c[nH]c(C(=O)NCCCN2CCOCC2)c1	2	6	0	-3	1	-3	1	4	2
C/C=C/c1ccc(OCC(O)CNCC(c2ccc(OC)cc2)N(C)C)c(OC)c1 (configuration not stated)	7	3	4	6	1	2	1	21	4
c1ccc(-c2ccc3sccc3n2)cc1	3	0	-5	-2	-13	-8	7	-7	-1
CCN(CC(=O)NCCc1ccc(S(N)(=O)=O)cc1)Cc1ccccc1	3	-7	0	1	-1	1	12	3	-8
C=CCn1c(NC(=O)c2ccc(C)cc2)nc2ccccc21	7	3	-2	0	-1	2	-1	-2	2
CO/N=C(/CNC(=O)c1ccc(Cl)cc1Cl)c1ccc(Cl)cc1	1	5	-2	-3	8	0	0	5	-7
O=C(Nc1nnc(C2CC2)s1)c1cccc(S(=O)(=O)N2CC(c3ccccc3)CC2=O)c1 (configuration not stated)	6	9	3	4	10	-3	2	-4	6
COc1ccc(C(=O)Nc2ccc(S(=O)(=O)Nc3onc(C)c3C)cc2)cc1OC	-4	7	3	6	-2	2	-3	13	10
COc1cccc(NC(=O)c2cccc(C)c2[N+](=O)[O-])c1	-1	-1	-4	4	1	2	-3	3	-9
Cc1cc(Sc2nc(N(C)C)nc(N(C)C)n2)nc(Cl)n1	-1	10	-1	0	5	2	5	-6	3
O=C(OCCCOC(=O)c1cc[n+]([O-])cc1)c1cc[n+]([O-])cc1	3	5	-2	1	7	-1	3	-4	0
Cc1ccsc1/C=C1\Oc2cc(OCC(=O)c3ccccc3)ccc2C1=O	-1	3	-4	-5	-6	-2	3	-12	-8
CCCCn1c(SCC(=O)Nc2cc(C(F)(F)F)ccc2Cl)nnc1C(CC)N(C)C (configuration not stated)	0	-4	-6	0	3	0	7	20	-3
O=C(CCCn1c(=S)[nH]c2ccc(Br)cc2c1=O)N1CCN(c2ccccn2)CC1	-14	1	0	6	1	0	4	-156	-2
CCC(CO)NCc1ccccc1OC(C)C (configuration not stated)	6	5	1	2	-13	-4	0	-1	-1
N#CCc1ccc(OC(=O)c2cnccc2C(F)(F)F)cc1	-2	12	0	-1	3	-1	1	2	6
O=C(NNC(=O)c1cc2ccccc2cc1O)Nc1ccc(F)cc1F	26*	29*	1	-5	-1	0	6	-1	-8
CCOc1ccc(C(=O)NCC(=O)OCc2csc(-c3ccccc3)n2)cc1	0	8	-2	-1	0	-2	10	-1	6
O=C(CN(C(=O)c1csnn1)c1ccc(F)c(Cl)c1)NC1CCCCC1	3	-1	5	16	6	-2	2	2	0
COCCCNC(=O)CC(NS(=O)(=O)c1ccc(Cl)cc1)c1ccco1 (configuration not stated)	-3	4	0	7	5	-1	12	13	1
COc1cc(-c2nc3ccccn3c2N)ccc1O	10	1	-2	3	5	-4	-4	4	-7
CN1CCN(C(=O)c2ccc(CS(=O)Cc3ccc(Cl)cc3)o2)CC1 (configuration not stated)	5	1	3	0	-1	2	-1	15	0
COC(=O)c1cc(C(=O)OC)n(Cc2ccc(F)cc2)n1	-2	-1	0	-3	-1	0	7	-4	-5
O=c1cc(O)c(-c2cccc(Cl)c2)c(Cl)[nH]1	5	1	-4	1	-3	0	22	8	0
COc1ccc(NS(=O)(=O)c2cccc(N/C(=N\S(=O)(=O)c3ccccc3)c3ccc(F)cc3)c2)cc1	12	-3	-14	-37	-2	-1	-3	-1	-15
Cc1ccc(OCCn2c(=O)cnc3ccccc32)cc1	-3	-2	-3	0	8	-3	6	-13	5
O=C(NCc1ccc2c(c1)OCO2)c1ccc(N2C(=O)C3CCCCC3C2=O)cc1 (configuration not stated)	2	2	0	2	10	-3	1	13	-2
CSc1ccccc1NC(=O)COC(=O)c1ccccc1Cc1ccccc1	2	-10	-2	-2	69*	-1	0	0	12
O=C(NC(=S)Nc1ccc(Cc2ccncc2)cc1)c1ccccc1Cl	3	4	2	13	-22	2	1	2	-4
O=C(Nc1ccccc1N1CCCC1)c1cccnc1	-1	-1	-1	-2	-1	-3	6	15	-5
O=C(NCC(=O)N1CCOCC1)c1ccc(Br)cc1	3	3	1	3	3	-6	4	-5	-2
Cc1cc(C)n2nc(SC(C)C(=O)Nc3ccc(Cl)cn3)nc2n1 (configuration not stated)	6	1	0	6	2	-2	-1	-1	0

(continued)
Molecule	pPAFAH FP inh	PAFAH1B3 inh	LYPLA1 counter	LYPLA2 counter	GSTO1 counter	PAD4 inh	PAFAH1B2 FP inh	PREPL inh	PAFAH2 FP inh
CCCOc1ccc(CNC(=O)c2ccc3nc(N4CCOCC4)sc3c2)cc1	-3	-3	2	3	-3	-3	2	0	9
Cc1ccc(NC(=O)c2cc3c(s2)CCCC3)cc1	-3	-1	-7	0	6	3	-1	12	-9
CCCCOc1ccc(C(=O)N2CCNC(=O)C2CC(=O)OC(C)C)cc1 (configuration not stated)	2	17	0	3	1	4	5	-7	-5
CC(=O)N1c2ccc(S(=O)(=O)NCCC(=O)Nc3cccc(Cl)c3)cc2CC1C (configuration not stated)	3	12	-5	4	-5	-3	5	1	-3
Cc1ccc(CNC(=O)C2(S(=O)(=O)c3ccc(C)cc3)CC2)cc1	1	-3	-3	5	1	2	13	-10	-8
COc1ccc(C(=O)c2cn(-c3cccc(Br)c3)nc2C(C)=O)cc1	-5	7	1	1	1	4	-2	-13	-3
O=C(CCn1c(=O)c2ccccc2n(CC(=O)NCCC2=CCCCC2)c1=O)NCc1ccco1	-2	6	-2	-4	-6	1	4	12	4
COc1cc(S(=O)(=O)N2CCN(Cc3ccc4c(c3)OCO4)CC2)c(C)cc1C	-5	4	-1	-2	5	-3	2	-5	-2
Cc1cccc(NS(=O)(=O)c2c(C(=O)N3CCCC3)c(C)n(C)c2C)c1	-5	12	-2	4	7	-2	9	3	9
Cc1cc(O)c(C(C[N+](=O)[O-])c2ccc(Cl)cc2Cl)c(=O)o1 (configuration not stated)	-1	-3	3	10	-8	4	2	15	1
NC(=O)NC(=O)CC1S/C(=N/N=C2\CSC(=O)N2)NC1=O (configuration not stated)	1	-2	-1	4	17	4	-3	-12	-2
N#C/C(=C\c1ccc(C(=O)O)cc1)c1ccccn1	4	6	4	1	-9	-1	14	0	0
O=S(=O)(c1ccccc1)[C@@]1(c2ccccc2)C[C@@H]2ON=C(c3cccc(-c4ccccc4)c3)[C@@H]2C1	2	-12	-2	1	2	2	2	0	-4
Cc1ccccc1Cn1c(=N)n(CC(O)c2ccco2)c2ccccc21 (configuration not stated)	3	3	5	6	2	0	3	45*	-4
O=C(/C=C/c1ncc(C(F)(F)F)cc1Cl)OCc1ccccc1	1	12	-3	2	-7	4	10	5	-11
COc1cc(OC)cc(C(=O)OCC(=O)NC2CCCCCC2)c1	21	14	-2	-2	x	-3	6	8	61*
COc1ccc(NC(=S)NC(NC(=O)c2ccccc2Cl)C(Cl)(Cl)Cl)c([N+](=O)[O-])c1 (configuration not stated)	-1	0	-8	-5	-12	-3	-1	0	1
Cc1ccc(NS(=O)(=O)c2c(C)[nH]c(C)c2C(=O)N2CCCCC2)c(C)c1	6	0	-1	-2	5	3	-3	-4	7
CCOC(=O)N1CCN(S(=O)(=O)c2ccc(C(=O)Nc3ccc(F)cc3F)cc2)CC1	-3	2	-4	2	5	6	-1	-3	8
CC(C)OC(=O)c1cccc(NC(=O)CSc2nnc(N)s2)c1	2	5	-2	0	5	-1	-6	3	-5
COc1ccc(C)cc1NC(=O)COC(=O)c1c(C)nn(-c2ccccc2)c1C	3	10	0	4	x	3	1	6	-2

The list is partial, so the mix of outcomes need not match the whole.
